Source: PubChem
INS-1E GSIS act: GLuc luminescence reporter in INS-1E cells, primary screen for activators of glucose-dependent secretion of insulin | AID 743287 | activation, % at 16.6 µM | INS-1E GLuc reporter insulin secretion, 2-3 h | 370,000 compounds, 0.61% hits;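 active means lowest replicate activation of at least 40%, so every replicate reaches that level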;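 further: 0% = median of neutral control wells and 100% = median of IBMX positive control wells; some compounds called inactive have numbers as strong as hits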
RAD52 anneal inh: blocks human RAD52 DNA annealing | P43351 | recombinant RAD52 DNA annealing, FRET fluorescence | inhibition, % at 18.7 µM | 360,000 compounds, 0.46% hits | AID 651710;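 active means every replicate showing at least 50% inhibition; inconclusive means mean inhibition at least 50% but not in every replicate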
E-sel inducer: induces E-selectin expression in human endothelial cells; HUVEC E-selectin immunofluorescence imaging; normalized: neutral wells 0, TNF-alpha wells 100; P16581; activation, % at 7.58 µM; 260,000 compounds, 0.37% hits;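 active means mean E-selectin-positive cell signal at least 10% of the positive control, reached in at least 60% of replicates, without over 20% cell loss; inconclusive means no rule given, readout overlaps actives, possibly toxicity-flagged; inactive means the rest, including those meeting only one limit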;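 further: in these data hits start at about 27%; measured in HUVEC primary endothelial cells; signal is the percent of cells scored E-selectin positive by PE staining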
Target sequence (P16581 whole entry, looked up): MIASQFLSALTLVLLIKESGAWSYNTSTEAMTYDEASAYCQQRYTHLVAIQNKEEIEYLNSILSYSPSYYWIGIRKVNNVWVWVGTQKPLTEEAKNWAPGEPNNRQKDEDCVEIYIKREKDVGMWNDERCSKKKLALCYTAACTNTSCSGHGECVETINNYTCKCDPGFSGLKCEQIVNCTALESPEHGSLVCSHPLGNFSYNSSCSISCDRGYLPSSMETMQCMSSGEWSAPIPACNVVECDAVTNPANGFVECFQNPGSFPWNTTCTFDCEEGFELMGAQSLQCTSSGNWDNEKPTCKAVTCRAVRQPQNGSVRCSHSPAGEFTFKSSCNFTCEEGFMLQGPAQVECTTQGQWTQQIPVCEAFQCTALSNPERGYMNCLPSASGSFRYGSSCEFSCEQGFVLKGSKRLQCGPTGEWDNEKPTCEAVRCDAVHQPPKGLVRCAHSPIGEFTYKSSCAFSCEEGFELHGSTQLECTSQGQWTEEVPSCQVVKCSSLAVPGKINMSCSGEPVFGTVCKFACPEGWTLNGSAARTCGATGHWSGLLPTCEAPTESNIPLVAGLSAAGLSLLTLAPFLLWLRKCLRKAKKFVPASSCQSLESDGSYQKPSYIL
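material = human umbilical vein endothelial cells (HUVEC), E-selectin induction | quantity = 3,000 cells/well | medium = EGM-2 growth medium on 0.1% gelatin-coated wells | technique = immunofluorescence imaging | read-out basis = % PE-positive cells | control set = TNF-alpha positive control, DMSO neutral control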
CASP6 VEID inh: caspase-6 (human) enzyme inhibition. 350,000 compounds, 0.53% hits. P55212. purified caspase-6, Z-VEID-R110 cleavage fluorescence. inhibition, % at 12.5 µM;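 active means mean inhibition across replicates at least about 35%, with every replicate also reaching that limit, limit read from the data; inconclusive means only one of the two criteria met; inactive means neither criterion met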;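 further: 0% = median of neutral control wells and 100% = no fluorescence left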
Target sequence (P55212 24-179 limits assumed): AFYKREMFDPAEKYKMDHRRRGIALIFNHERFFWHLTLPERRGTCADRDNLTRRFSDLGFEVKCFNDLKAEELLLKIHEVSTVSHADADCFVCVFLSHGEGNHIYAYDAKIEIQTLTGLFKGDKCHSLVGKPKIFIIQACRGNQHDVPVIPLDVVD
Target sequence (P55212 194-293 limits assumed): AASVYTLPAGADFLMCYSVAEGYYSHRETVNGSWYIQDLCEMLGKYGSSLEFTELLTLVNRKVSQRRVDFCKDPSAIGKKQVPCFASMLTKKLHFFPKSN
RAD54 branch: RAD54 (human) branch migration inhibition; Q92698; inhibition, % at 10.4 µM; 360,000 compounds, 0.14% hits; RAD54 Holliday junction branch migration, FAM/BHQ fluorescence;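 active means mean normalized replicate activity at least 40 and at least half of replicates scoring 40 or more; inconclusive means only one of the two criteria met; inactive means mean below 40 and under half of replicates reaching 40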;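 further: 0% = median of neutral control wells and 100% = median of positive control wells; inhibitors cause a drop in the FAM fluorescence signal; in these data hits start at about 50%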
Xi reactivation: activators of X-chromosome reactivation in mouse fibroblasts | XiGFP mouse fibroblasts, % GFP-positive cells imaging, 3 d; cells co-treated with 5-aza-dC sensitizer; scaled so ellipticine positive control = 100% | activation, % at 7.58 µM | 360,000 compounds, 0.055% hits | AID 743238;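 active means mean normalized replicate activation at least 10% and every replicate at or above 10%; inconclusive means only one of the two criteria met; inactive means mean below 10% and not all replicates reach 10%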;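 further: 0% = median of on-plate neutral control wells and 100% = ellipticine 6 µM median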
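Schedule: 3 d treatment, 15 min room-temperature fixation; system: 68-5-11 XiGFP fibroblast line; buffer or medium: DMEM plus 5-aza-dC sensitizer; control set: ellipticine 6 µM positive control; compound: one concentration, pinned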
F508del corr: CFTR F508del correction in bronchial cells; AID 720511; CFBE cells, YFP halide quenching; stimulated with forskolin plus potentiator P3; % fluorescence drop versus neutral controls; activity (quench increase), % at 7.58 µM; 350,000 compounds, 0.36% hits;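 active means mean added fluorescence quench of at least 8% versus neutral control, with both replicates also reaching 8%; inconclusive means only one of the mean or replicate conditions met; inactive means mean below 8% and not both replicates reaching 8%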;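 further: cells transiently co-express mutant CFTR-F508del with the halide-sensitive YFP; corrector assay measuring rescue of mutant channel to the surface after 24 h compound exposure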
DENV2 CPE rescue: DENV2-induced cell death inhibition; DENV2-infected cells, cytopathic effect rescue, plate reader; AID 651640; CPE inhibition, % at 9.99 µM; 350,000 compounds, 1.7% hits; in the data active means CPE inhibition above about 20%, passing the limit was not always enough; inconclusive means no clear call, values can overlap the other calls; tested in BHK-21 cells;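 further: 0% = median of neutral control wells and 100% = median of positive control wells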
Starred values were filed as active, the others as inactive; ? = inconclusive; . = no result given; & = joins results of further samples. This is a random part of the collection, and some 3.7% of all compounds hit somewhere here.

SMILES	INS-1E GSIS act	RAD52 anneal inh	E-sel inducer	CASP6 VEID inh	RAD54 branch	Xi reactivation	F508del corr	DENV2 CPE rescue
CC(Cc1cccnc1)NC(=O)CCc1nnc(-c2ccccc2)o1 (configuration not stated)	9	-20	3.1	2	-6	0.1	3.6	1
O=c1[nH]c2ccccc2n2c(=S)[nH]nc12	-29	-20	0.4	2	.	0.0	0.2	-2
C[C@H]1CN([C@@H](C)CO)C(=O)c2cc(NC(=O)c3ccncc3)ccc2O[C@H]1CN(C)C	16	-3	.	0	-16	-1.2	-0.8	-4
CC(C)OC(=O)CCCNc1ccc([N+](=O)[O-])cc1[N+](=O)[O-]	4	9	.	1	6	0.1	-1.0	53*
COc1ccc(-c2cn(CC[C@@H]3CC[C@@H](NC(=O)c4cnccn4)[C@@H](CO)O3)nn2)cc1	0	-3	1.8	-1	-2	0.3	1.8	-6
O=C(COC(=O)C1CCN(S(=O)(=O)c2cccc3cccnc23)CC1)c1ccccc1	0	-4	0.7	-3	-5	0.1	.	0
Oc1ccc(/C=N/NC(=S)Nc2cccnc2)c(O)c1O	7	-23	.	49*	0	-0.3	0.5	2
COc1ccccc1NC(=O)CCSc1nc(C)cs1	7	-15	.	2	-5	0.0	1.5	5
COc1ccc(CN2CCNC(=O)C2CC(=O)NCCC2=CCCCC2)c(F)c1 (configuration not stated)	0	-15	0.3	-1	-2	0.2	-0.4	-1
COC(=O)C[C@@H]1CC[C@@H]2[C@H](COc3ccc(NS(=O)(=O)c4cccc(F)c4)cc3C(=O)N2C)O1	-3	2	0.2	-3	0	0.2	0.4	-9
C[C@@H]1CN([C@@H](C)CO)C(=O)Cc2cc(NC(=O)CCC(F)(F)F)ccc2O[C@H]1CN(C)S(=O)(=O)c1ccc(F)cc1	10	-9	-0.5	4	4	-0.1	2.4	10
CCOC(=O)C1=C(COC(=O)/C=C/c2cccc(Br)c2)NC(=O)NC1C (configuration not stated)	.	-8	0.7	3	9	-0.4	-1.1	?
CC(=O)c1ccc(NC(=O)COC(=O)C2CCN(S(=O)(=O)c3cccs3)CC2)cc1	2	-14	.	2	5	-0.1	-0.7	?
CNC(=O)C[C@@H]1CC[C@H]2[C@H](COc3ccc(NC(=O)NC(C)C)cc3C(=O)N2C)O1	10	.	0.8	.	6	0.3	1.5	6
O=C(C[C@@H]1CC[C@@H]2[C@H](COC[C@@H](O)CN2Cc2ccc(Cl)cc2)O1)NCc1ccccc1Cl	1	4	0.7	-2	-2	0.2	-1.6	.
CCn1c(N2CCC(C)CC2)nc2c1c(=O)n(C)c(=O)n2C	7	-2	0.1	-2	5	0.0	3.5	6
CCCNC(=S)Nc1cc2oc3ccccc3c2cc1OC	-1	-40	0.6	-2	5	0.2	2.4	-9
COc1cccc(C2CNC3(CCCC(C)C3)c3[nH]c4ccccc4c32)c1OC (configuration not stated)	-30	8	1.8	-6	8	-0.1	1.2	-1
Cc1ccc(C(=O)N2CCC(n3nccc3NC(=O)c3ccccc3C)CC2)cn1	-1	-1	.	-1	-4	0.1	-1.0	6
COC(=O)C1=CN(c2ccc(N3CCOCC3)cc2)C(N)=C(C#N)C1c1ccc(-c2ccccc2)cc1 (configuration not stated)	0	-42	2.0	0	.	0.0	1.7	?
C[C@@H]1CCCCO[C@H](CN(C)S(=O)(=O)c2ccc(F)cc2)[C@H](C)CN([C@H](C)CO)C(=O)c2cc(NC(=O)CCC(F)(F)F)ccc2O1	-22	28	.	-1	4	0.2	1.2	7
Cc1ccc(NC(=O)N2CCCC2C(=O)NCc2ccccc2Cl)cc1 (configuration not stated)	10	1	-0.1	-2	0	0.1	0.1	-1
CCC(=O)N1C[C@@H](O)COC[C@H]2O[C@H](CC(=O)NCc3cc(F)cc(F)c3)CC[C@@H]21	10	.	0.0	.	-4	0.3	-3.0	1
C=CCN(c1ccccc1C(=O)NCC(=O)OCC)S(=O)(=O)c1ccc(C)cc1	-4	-3	-0.2	1	.	-0.1	-0.3	-3
CCCNC(=O)N1[C@H](C#N)[C@H](c2ccccc2-c2cccc(C)c2)[C@@H]1CO	-13	-15	0.3	-1	.	0.0	-2.2	-10
(listing goes on)
SMILES	INS-1E GSIS act	RAD52 anneal inh	E-sel inducer	CASP6 VEID inh	RAD54 branch	Xi reactivation	F508del corr	DENV2 CPE rescue
CCOC(=O)c1c(C)[nH]c(C(=O)CSc2nnnn2-c2ccc(C)cc2)c1C	9	-24	.	-1	-2	.	2.5	1
C[C@@H]1CN([C@H](C)CO)C(=O)Cc2cc(NC(=O)Nc3ccc(C(F)(F)F)cc3)ccc2O[C@H]1CN(C)Cc1ccc(Cl)c(Cl)c1	-12	-6	-2.7	-2	4	-0.1	1.8	0
COC(=O)c1ccc(COc2ccc(CNCc3ccc(Cl)cc3)cc2)cc1	-11	-52	0.5	-1	-8	0.0	2.0	1
Cc1ccccc1S(=O)(=O)N1CCCCN2[C@@H](CO)[C@H](c3ccc(-c4cccc(F)c4)cc3)[C@@H]2C1	-19	-26	-0.2	0	12	0.4	-0.9	-23
COc1ccc(C#Cc2ccc3c(c2)O[C@H](CN(C)C(C)=O)[C@H](C)CN([C@H](C)CO)S3(=O)=O)cc1	-1	-59	0.6	-3	-13	-0.7	-2.9	11
NS(=O)(=O)c1ccc(-c2ccc(/C=C3\SC(=O)NC3=O)o2)cc1	-44	-18	0.5	6	-6	-0.1	3.1	?
C=CCNc1nc(N)c([N+](=O)[O-])c(Nc2ccccc2OC)n1	-17	-6	-0.1	1	2	0.2	1.0	?
CCNC(=O)C(C)Oc1ccc(Cl)cc1Cl (configuration not stated)	6	-19	0.3	.	-4	-0.1	1.6	3
CCC(=O)N1[C@@H](CO)[C@@H](c2ccccc2)C12CN(C(=O)c1ccc3c(c1)OCO3)C2	6	-18	0.3	0	.	0.1	0.6	-4
COCCNC(=O)C[C@H]1C=C[C@H](NC(=O)NC2CCCCC2)[C@H](CO)O1	1	2	0.3	-3	8	-0.5	3.1	-10
CC(=O)N1CCN(c2ccc(NCc3cccc4ccccc34)cc2)CC1	-11	0	-0.1	-1	-2	0.2	1.2	3
C/C=C/c1ccc(OCCCCOc2c(OC)cccc2OC)c(OC)c1	10	-14	.	-1	3	0.6	.	-6
O=c1nc(NCc2ccccc2Cl)cn[nH]1	-6	1	.	3	5	.	-3.3	1
C[C@@H]1CN([C@@H](C)CO)S(=O)(=O)c2ccc(C#C[C@@H](C)O)cc2O[C@@H]1CN(C)C(=O)c1ccncc1	16	-4	0.2	-2	-9	1.0	0.9	5
COc1ccccc1NC(=O)c1cc(-c2cc(OC)c(OC)c(OC)c2)nc2ccccc12	11	-18	0.0	1	-10	-0.1	-2.7	-5
COc1ccc(C(=O)NCc2nnc(SCC(=O)NC3=NCCS3)n2C)cc1	23	19	1.2	-2	10	0.0	0.0	-4
Cc1cccc(C2N(c3ccc(F)cc3)C(=O)C3CCCN32)c1 (configuration not stated)	3	-63	1.1	-1	-14	0.3	-1.5	-1
CO[C@@H]1CN(C)C(=O)c2cc(NC(=O)c3ccccc3F)ccc2OC[C@@H](C)N(C(=O)c2ccccc2F)C[C@H]1C	-6	-49	0.1	0	6	0.8	1.0	0
CCCNC(=S)N1CCC(NC(=O)c2ccc(C)cc2)CC1	.	3	.	-4	-3	-0.1	.	-4
CN1C(=O)[C@H]2[C@@H](c3ccc(C(F)(F)F)cc3)N[C@]3(CCCN(Cc4ccc(Cl)cc4)C3=O)[C@H]2C1=O	-16	-11	0.3	-2	6	0.1	0.0	18
O=C(Nc1ccccc1OC(F)F)c1ccc(S(=O)(=O)N2CCOCC2)cc1	-13	-14	-0.2	2	0	0.0	-3.2	-2
CCC1(c2ccccc2)NC(=O)N(CC#N)C1=O (configuration not stated)	-6	3	.	2	.	-0.1	-0.6	-7
C[C@H](CO)N1C[C@H](C)[C@@H](CN(C)Cc2ccc3c(c2)OCO3)Oc2ccc(NC(=O)Nc3cccc4ccccc34)cc2CC1=O	0	55*	.	1	30	0.0	1.4	-5
CN(CC(=O)NC1CCCCCC1)S(=O)(=O)c1ccc(Br)cc1	21	2	.	-6	-8	0.0	3.9	-2
O=C(C[C@H]1CC[C@@H]2[C@H](COC[C@@H](O)CN2C(=O)c2cccnc2)O1)Nc1ccc(-c2ccccc2)cc1	0	.	0.6	.	2	-0.1	1.3	?
Other records.
SMILES	INS-1E GSIS act	RAD52 anneal inh	E-sel inducer	CASP6 VEID inh	RAD54 branch	Xi reactivation	F508del corr	DENV2 CPE rescue
C[C@H](CO)N1C[C@H](C)[C@@H](CN(C)Cc2ccccc2F)Oc2ncc(Br)cc2C1=O	3&-3	-3&0	0.3&0.0	1&-3	0&5	0.3&-0.4	5.6&-0.2	7
COc1ccc(OC)c2sc(NC(=O)c3cccc(N4C(=O)CCC4=O)c3)nc12	-10	0	0.0	2	0	0.0	0.1	8
CC(C)NC(=O)N1CC2(C1)[C@H](c1ccccc1)[C@H](CO)N2Cc1cncnc1	7	-8	0.1	-2	.	0.1	4.8	-17
COc1ccc(C(=O)Nc2ccc3c(c2)C(=O)N(C)C[C@H](OC)[C@H](C)CN(C)[C@@H](C)CO3)cc1	8	18	-0.6	6	1	0.2	-2.3	-2
Brc1ccc2c(c1)C(C1=NCCN1)c1ccccc1CS2 (configuration not stated)	1	-7	-1.0	-2	-11	0.1	11*	?
Cc1c(Cc2ccccc2)c(=O)oc2cc(OCC(=O)NC(Cc3ccc(Cl)cc3)C(=O)O)ccc12 (configuration not stated)	-24	-10	.	2	-2	.	-2.0	-12
O=C(C[C@@H]1CC[C@@H]2[C@H](COC[C@H](O)CN2C(=O)c2ccc(F)cc2)O1)Nc1ccc(-c2ccccc2)cc1	-28	11	0.1	-1	-9	0.0	3.1	3
C[C@@H]1CN([C@H](C)CO)C(=O)c2cc(C#C[C@@H](C)O)cnc2O[C@@H]1CN(C)C(=O)c1ccccc1	16	-14	-0.1	-1	3	-1.2	-1.7	1
O=c1[nH]c(C2CCN(S(=O)(=O)c3ccccc3)CC2)nc2c1nnn2Cc1ccccc1	-3	-19	-0.4	-5	.	0.2	-1.1	.
Cn1c(=O)[nH]c(=O)c2c1nc(N1CCNCC1)n2Cc1ccccc1	17	-23	-1.5	-6	6	0.0	-1.5	4
CC(C(=O)Nc1ccc(C#N)cc1)N1CCN(C(=O)C2CC2)CC1 (configuration not stated)	15	-8	.	-3	-6	-0.2	-2.8	-7
Cc1occc1-c1n[nH]c(=S)n1-c1ccccc1	6	-3	-0.2	1	11	0.0	.	3
CCOc1ccc(NC(=O)CN2CCN(CC(=O)Nc3ccc(OC)cc3OC)CC2)cc1	-7	-2	0.0	2	2	-0.1	1.8	0
CCC(=O)N(C)C[C@@H]1Oc2cc(C#C[C@@H](C)O)ccc2S(=O)(=O)N([C@@H](C)CO)C[C@H]1C	11	8	-0.2	0	-1	-0.2	0.7	-7
CCN(C(=O)CSc1nc(N)cc(=O)[nH]1)c1c(N)n(Cc2ccccc2)c(=O)[nH]c1=O	18	0	0.1	-1	-1	0.1	-4.1	-2
